Screening results: PubChem, National Center for Advancing Translational Sciences (NCATS)
TCR act – T cell receptor activation | primary human leukocytes, anti-CD3, IL-2 HTRF, 48 h | Potency, µM (titrated, usually from 9.22 µM), for the others: at the highest dose activation of IL-2 secretion, most hits filed as activators | 330,000 tested, under 10 active; also: % of control where 0% means no effect
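Primary human leukocytes were stimulated with a-CD3 beads plus compounds for 48 hr without co-stimulation; secreted IL-2 was quantified by HTRF using a-IL-2-K (europium cryptate) and a-IL-2-d2, excited at 320nm with acceptor emission read at 665nm.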
Integrin act MD – integrin-mediated muscular dystrophy alleviation activation; Potency, µM (series often up to 38.3 µM), for the others: at the top dose activation, actives largely listed as activators; alpha7betagal myoblasts, beta-gal FDG fluorescence, 48 h; AID 624291; 350,000 tested, 0.064% active;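 also: potency is read from the fitted curve at half-maximal effect; 100% = response of the positive control SU9516; nearly all actives have a fitted effect of over 60% in size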
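Alpha7betagal+/- myoblasts (passage 13) were plated 16-24 hr, then exposed to compounds (1:260 dilution of DMSO stock) for 48 hours at 37C. After MPER lysis, β-galactosidase reporter activity was read as FDG fluorescence (ex 480/em 540) after 30 minutes.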
PTAP TSG101 blk – blocks PTAP/TSG101 interaction to inhibit HIV-1 budding. Q99816. Fluorescence polarization, FITC-PTAP peptide / Tsg101 binding. Potency, µM (top dose mostly 115 µM), for the others: at the top dose activity change, negative = inhibition, most hits filed as inhibitors. 340,000 tested, under 10 active; active = well fitted inhibition curve with a large enough effect in the main read-out, with a control signal flat, not every such curve was filed as active; inconclusive = small, poorly fitted or top-dose-only effect, or effect the other way, or a change in a side signal; inactive = no such curve, though single readings can be large or run the other way; also: potency is read from the fitted curve at half-maximal effect; % of control where 0% means no effect
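Compounds were pin-transferred onto Tsg101 binding domain (10 uM final) in HEPES pH 7.5 buffer, then FITC-PTAP peptide was added at 50 nM final. After 20 min at RT, polarization reported peptide displacement across a qHTS concentration series.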
Tb PFK block – T. brucei PFK enzyme inhibition; T. brucei PFK, ADP-Glo luminescence; Potency, µM (titrated, usually from 57.5 µM), without a hit: at the highest dose activity, negative = inhibition, usual class: inhibitors; 330,000 tested, 0.17% active; O15648;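 also: potency is read from the fitted curve at half-maximal effect; 0% = uninhibited 1x PFK enzyme wells and -100% = no-enzyme wells; nearly all actives have a fitted effect of over 60% in size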
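PFK 1.25 nM, F6P 0.5 mM, ATP 0.1 mM, 0.1 M TEA pH 8.0, 5 mM MgCl2, 0.01% Tween20, 0.1% BSA; 45 min RT. ADP-Glo readout. qHTS titration up to 57 uM; curves fitted, compounds curve-classed.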
S-ASM inh – blocks human secretory acid sphingomyelinase; P17405; placental ASM, HMU-PC fluorogenic substrate, 60 min; Potency, µM (top dose mostly 57.5 µM), for inactives: top-dose activity change, negative = inhibition, most hits filed as inhibitors; 340,000 tested, 0.006% active; also: potency is read from the fitted curve at half-maximal effect
Target sequence (P17405 47-631 limits assumed): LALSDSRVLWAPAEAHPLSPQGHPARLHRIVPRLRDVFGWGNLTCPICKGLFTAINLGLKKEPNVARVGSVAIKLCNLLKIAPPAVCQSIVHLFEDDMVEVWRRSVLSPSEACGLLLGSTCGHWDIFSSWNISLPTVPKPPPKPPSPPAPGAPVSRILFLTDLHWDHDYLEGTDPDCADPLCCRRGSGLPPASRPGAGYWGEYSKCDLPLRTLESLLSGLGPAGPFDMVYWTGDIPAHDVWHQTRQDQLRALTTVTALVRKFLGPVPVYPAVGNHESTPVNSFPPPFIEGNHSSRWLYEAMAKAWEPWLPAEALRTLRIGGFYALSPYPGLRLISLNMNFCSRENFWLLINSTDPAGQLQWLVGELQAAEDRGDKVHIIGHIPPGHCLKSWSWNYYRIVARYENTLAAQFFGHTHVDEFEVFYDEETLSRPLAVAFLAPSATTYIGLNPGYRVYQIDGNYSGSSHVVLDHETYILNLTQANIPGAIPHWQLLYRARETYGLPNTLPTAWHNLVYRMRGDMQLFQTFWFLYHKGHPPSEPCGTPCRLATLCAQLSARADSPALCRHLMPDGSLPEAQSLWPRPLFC
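Human placenta-derived ASM preincubated with compound 10 min at room temperature, then reacted with 9 uM (final) fluorogenic HMU-PC substrate for 60 min at 37 C. Stop solution raises pH to 10; fluorescence read at Ex 386/Em 447 nm.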
ELG1 repair inh – ELG1-dependent DNA repair inhibition; HEK293T ELG1-luciferase reporter, luminescence, 16 h; DNA damage induced by 5-fluorouridine; Potency, µM (doses to about 46.1 µM), for inactives: at the top dose activity change, negative = inhibition, actives largely listed as inhibitors; 330,000 tested, 2.3% active; AID 504467; also: potency is read from the fitted curve at half-maximal effect; % is scaled to controls: 0 for no effect and ±100 for the full control effect; nearly all actives have a fitted effect of over 55% in size
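Step one: seed 2,000 cells per well. Step two: pin-transfer compound or DMSO alongside 5-fluorouridine. Step three: incubate 16 hr, 37 °C, 5% CO2. Step four: add ONE-Glo, wait 30 min, read luminescence.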
Mito fusion yeast – blocks mitochondrial division or promotes mitochondrial fusion | S. cerevisiae fusion-defective mutant growth rescue, CellTiterGlo 48 h | Potency, µM (series often up to 46.1 µM), for the others: top-dose growth rescue (activation), usual class: activators | 320,000 tested, 0.23% active | AID 485298;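 also: potency is read from the fitted curve at half-maximal effect; % of control where 0% means no effect; nearly all actives have a fitted effect of over 45% in size; temperature-sensitive fusion mutants such as fzo1-1 at 37 °C on non-fermentable ethanol glycerol medium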
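Compounds are tested for their ability to restore growth of mitochondrial fusion-defective yeast strains at non-permissive 37C in YPEG medium over 48 hours. Viability is quantified by luciferase luminescence.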
TSHR antagonist – human thyrotropin receptor antagonism. activity change, negative = inhibition, % at 11.5 µM. TSHR-expressing cells, TSH-stimulated cAMP HTRF, 2 h; hits give low values. 330,000 tested, 0.2% active;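 active = activity change below a set negative limit, meaning inhibition stronger than a set level, cut at about -70% in these data; inconclusive = activity change between two set negative limits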; also: % is scaled to controls: 0 for no effect and ±100 for the full control effect
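TSHR-expressing cells, 200/well, pre-treated with compound, then stimulated with EC80 TSH (4nM final) for 2 hours at 37 deg C. cAMP measured by competitive HTRF: anti-cAMP cryptate antibody in lysis buffer plus cAMP-d2, read after 30 minutes at room temperature.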
A-T KAP1 phos – candidate therapy for ataxia-telangiectasia; […] A-T fibroblasts, KAP-1 phosphorylation AlphaLISA; neocarzinostatin DNA damage 30 min before lysis; Potency, µM (highest dose often 57.5 µM), for the others: at the top dose activation, actives largely listed as activators; 320,000 tested, 0.19% active; AID 485349; also: potency is read from the fitted curve at half-maximal effect; % of control where 0% means no effect; nearly all actives have a fitted effect of over 45% in size
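hTERT-immortalized A-T patient fibroblasts ([…]), 500 cells/well in OPTI-MEM, 1% FBS, got compounds for 60 min, then NCS for 30 min at 37C. Lysates were then assayed for phospho-KAP-1 by AlphaLISA (anti-pKAP1 donor, anti-KAP1 acceptor beads), 6 hr at 25C.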
Chronic BCR inh – inhibitors of chronic active B-cell receptor signaling; AID 493014; ABC-DLBCL IkBa-CBG/CBR reporter, luminescence ratio, 4 h; 340,000 tested, 0.05% active; Potency, µM (series often up to 46.1 µM), inactives show at the highest dose ratio change, negative = lower green/red ratio, usual class: inhibitors; active = well fitted inhibition curve with a large enough effect in the signal ratio, with a control signal flat, not every such curve was filed as active; inconclusive = small, poorly fitted or top-dose-only effect, or effect the other way, or a change in a side signal; the % refers to the signal ratio;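 also: potency is read from the fitted curve at half-maximal effect; plate controls were basal doxycycline-induced cells for no effect and cells given 10 µM MG132 for full effect; MG132 reads +100%, hits lower the ratio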
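Cell line TMD8 (human ABC DLBCL), stably expressing tet-inducible CBG68-IkBa fusion and CBR; IMDM/0.5% FBS; cpd up to 46 uM; dox induction, 4 h, 37C/5% CO2; dual luminescence; green/red ratio; MG132 control.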
Eya2 phos inh – Eya2 (human) phosphatase inhibition; 330,000 tested, 0.006% active; AID 488837; Potency, µM (series often up to 76.9 µM), for inactives: at the top dose activity, negative = inhibition, hits mostly inhibitors; O00167; recombinant Eya2, OMFP fluorescence dephosphorylation (OMFP is methylfluorescein phosphate); also: potency is read from the fitted curve at half-maximal effect; % is scaled to controls: 0 for no effect and ±100 for the full control effect
Target sequence (O00167 whole entry, looked up): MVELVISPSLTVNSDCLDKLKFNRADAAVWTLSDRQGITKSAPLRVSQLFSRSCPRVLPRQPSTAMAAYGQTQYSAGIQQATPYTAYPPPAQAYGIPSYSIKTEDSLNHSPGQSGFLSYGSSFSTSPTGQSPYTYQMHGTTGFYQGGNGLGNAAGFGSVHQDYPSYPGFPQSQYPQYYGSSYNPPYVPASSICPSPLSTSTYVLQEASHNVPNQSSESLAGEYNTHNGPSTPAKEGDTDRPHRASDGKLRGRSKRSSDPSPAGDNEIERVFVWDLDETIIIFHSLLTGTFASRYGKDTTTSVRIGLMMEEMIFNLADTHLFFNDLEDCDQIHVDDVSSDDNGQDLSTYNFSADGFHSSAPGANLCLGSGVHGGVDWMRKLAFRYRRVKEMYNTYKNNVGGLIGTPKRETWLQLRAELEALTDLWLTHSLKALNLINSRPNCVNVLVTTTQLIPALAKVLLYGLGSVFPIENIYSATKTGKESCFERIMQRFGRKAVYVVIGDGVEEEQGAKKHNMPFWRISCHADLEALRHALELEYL
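Eya2 (0.2 uM) preincubated 10 min at ambient with compound, then OMFP substrate added at 50 uM; 10 min reaction in 50 mM HEPES pH 7.5, 50 mM NaCl, 5 uM MgCl2, 0.05% BSA, 1 mM DTT. Fluorescence read at Ex 485/Em 525 nm.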
Numbers without * were called inactive; ? = inconclusive; / = no result given; [ ] = another dose, or the depositor's remark. Unless noted, calls follow the shape of the dose curve; as a rule, active = well fitted curve in the direction sought with a large enough effect; inconclusive = small, poorly fitted or top-dose-only effect, or another doubt; inactive = no such curve, though single readings can be large; an effect the other way counts as inactive or inconclusive.

SMILES	TCR act	Integrin act MD	PTAP TSG101 blk	Tb PFK block	S-ASM inh	ELG1 repair inh	Mito fusion yeast	TSHR antagonist	A-T KAP1 phos	Chronic BCR inh	Eya2 phos inh
COC(=O)CSc1nnc(CNC(=O)c2ccccc2F)n1-c1ccccc1	1%	-10%	0%	4%	3%	-7%	3%	-22	7%	0%	-1%
CCc1nccn1C(=O)c1cnn2c(C(F)F)cc(-c3ccc(C)cc3)nc12	5%[46.1 µM]	-56%[inhibitor]	1%	-1%	42%[activator]	?	2%	-3	-4%	1%	-7%
O=C(Nc1cccc(S(=O)(=O)NC2=NCCC2)c1)C1CCC1	-5%	-22%	-2%	4%	7%	12%	-4%	-4	-3%	3%	14%
Cc1cc(C)nc(NC(=O)CCN2C(=O)c3ccccc3S2(=O)=O)n1	0%	-1%	0%	1%	0%	-16%	-2%	5	12%	17%	0%
CC(C)[C@H](NC(=O)c1cccc(S(=O)(=O)N2CCOCC2)c1)C(=O)NCc1ccc(F)cc1	-13%[46.1 µM]	0%	2%	4%	-1%	-7%	/	-2	0%	1%	3%
Cc1ccc(SCc2c(C(=O)N/N=C/c3ccccc3)nnn2-c2nonc2N)cc1	-9%	-9%	0%	1%	-13%	?	8%	-5	-3%	2%	-12%
O=C(O)CCCNC1=NCCC1	7%	11%	1%	-1%	5%	-1%	-2%	-1	-2%	2%	3%
Cc1ccc(Cl)c(OCC(=O)NCC(c2cccs2)N2CCOCC2)c1 (stereo not given)	0%	18%	0%	3%	-1%	?	5%	0	-1%	6%	-4%
CN(C(=O)COC(=O)c1ccc(Br)c(S(=O)(=O)N2CCOCC2)c1)C1CCCCC1	-5%	0%	-2%	-8%	-2%	?	/	-9	-6%	-7%	-23%
COc1ccc(CNC(=O)C/C(C)=N/NC(=O)Cc2ccc(OC)cc2)cc1	-4%[46.1 µM]	-37%	-4%	0%	5%	5%	-17%	-5	2%	-2%	1%
CC(C)C(NC(=O)CN(c1cccc(F)c1)S(C)(=O)=O)C(C)C	3%[46.1 µM]	14%	0%	-1%	4%	11%	1%	-12	/	9%	-2%
CN(C(=O)COC(=O)C1(C)CC1(Cl)Cl)c1c(N)n(Cc2ccccc2)c(=O)[nH]c1=O (stereo not given)	-1%	-6%	0%	-5%	-4%	2%	-1%	21	0%	4%	-11%
COC(=O)CCC(=O)NC(=S)Nc1ccccc1F	0%	17%	1%	-1%	4%	?	-5%	0	8%	?	-4%
Cc1nc(C)c(-c2ccn(C(=O)NC(C)C)n2)s1	10%	5%	-5%	-1%	-3%	0%	-1%	28	3%	1%	9%
CCOC(=O)c1ccc(N/C=C/C(=O)c2ccccc2)cc1	2%	0%	1%	-2%	150%[activator]	?	-4%	-33	5%	?	1%
Cc1c(NC(=O)c2cc(-c3ccc(F)cc3)nc3ccccc23)c(=O)n(-c2ccccc2)n1C	-7%[46.1 µM]	18%	-4%	5%	-1%	8.2µM*	/	-8	-7%	1%	-25%
COc1cc(NC(=S)Nc2cccnc2)cc(OC)c1OC	0%	-17%	-3%	-9%	5%	6%	-2%	16	-7%	-20%	-19%
CC(=O)NS(=O)(=O)c1ccc(NC(=O)C2c3ccccc3Oc3ccccc32)cc1	-2%[46.1 µM]	-9%	0%	0%	2%	8%	-3%	0	1%	5%	2%
COc1ccc2c(c1OC)C(=O)N(C(C)C(=O)O)C2=O (stereo not given)	1%	39%	-4%	-1%	11%	8%	-2%	13	-3%	1%	15%
NS(=O)(=O)c1ccc(CCNC(=O)CCc2nc3sc4c(c3c(=O)[nH]2)CCCC4)cc1	0%	11%	1%	-21%	10%	25%	3%	29	9%	0%	2%
Cc1ccc(NC(=O)c2cccc(S(=O)(=O)N3CCc4ccccc4C3)c2)nc1	1%	7%	-2%	-1%	/	?	7%	-5	1%	0%	10%
Cc1c(-c2nc(-c3ccc(C(C)(C)C)cc3)no2)n(C)oc1=O	5%	-48%	-12%	3%	-2%	?	2%	-10	0%	-4%	3%
CCNc1ccc(C(=O)OCC)cc1NC(=O)c1cccc(N(C)C)c1	4%	0%	-7%	-1%	-3%	?	2%	-5	-2%	?	8%
COc1ccc(Cl)cc1NC(=O)CN(C)C(=O)c1ccc2c(c1)OCCO2	3%	9%	-3%	-4%	5%	-1%	-3%	-6	2%	1%	21%
COc1ccc(C)c2sc(NC(=O)c3cccc(N4C(=O)CCC4=O)c3)nc12	0%	?	-7%	-2%	-1%	2%	3%	-6	1%	?	-14%

(continued)
SMILES	TCR act	Integrin act MD	PTAP TSG101 blk	Tb PFK block	S-ASM inh	ELG1 repair inh	Mito fusion yeast	TSHR antagonist	A-T KAP1 phos	Chronic BCR inh	Eya2 phos inh
O=C(c1cccc2c1C(=O)N(Cc1cccnc1)C2)N1CCN(c2ccccc2)CC1	1%	7%	-5%	12%	-1%	-16%	-12%	5	-4%	9%	4%
CN(C)C(=O)CCc1ccc2c3c([nH]c2c1)[C@]1(C)[C@@H](C(=O)N2CCCCC2)C[C@H](CC(=O)NCC24CC5CC(CC(C5)C2)C4)C(=O)N1CC3	-5%[46.1 µM]	-14%	1%	-2%	0%	?	/	-5	-7%[11.5 µM]	-14%	-6%
O=C(/C=C/Nc1ccc(F)c(Cl)c1)c1ccccc1	/	-2%	-4%	?	14%	?	3%	16	1%	?	-14%
CC(C)[C@H](NC(=O)[C@@H]1Cc2ccccc2CN1C(=O)OC(C)(C)C)C(=O)NC1CCCC1	-19%	-46%[inhibitor]	5%	0%	-2%	16%	1%	-11	-13%	-2%	11%
Cc1ccc(OCC(=O)Nc2ccccc2Sc2ccc(Cl)cc2)c([N+](=O)[O-])n1	6%[46.1 µM]	-22%	-9%	0%	-17%	-9%	?	-15	1%	-11%	-10%
COc1ccc(N2Cc3ccccc3C2)cc1Cl	-1%	6%	-1%	0%	-4%	?	0%	9	-1%	-15%	-29%
CN(c1ccccc1)S(=O)(=O)c1ccc(C(=O)Nc2nccs2)cc1	2%	5%	0%	0%	-5%	?	-1%	-11	9%	?	3%
CCOc1ccc2c(c1)/C(=N/N1C(=O)c3ccccc3C1=O)C(=O)N2	4%	0%	0%	3%	-5%	2%	5%	4	-4%	-17%	-10%
O=C(c1cnn2c(C(F)(F)F)cc(-c3ccc4c(c3)OCO4)nc12)N1CCCCC1	3%	-17%	-10%	0%	140%[activator]	-25%	0%	-6	5%	?	-1%
COc1ccc(CC(NC(=O)c2ccccc2)C(=O)NCC(=O)O)cc1 (stereo not given)	4%	0%	-12%	-2%	3%	-3%	2%	-7	4%	1%	12%
COc1ccc(CN2C[C@H](C)[C@@H](CC(=O)NCc3ccccc3)C2=O)cc1	-22%	9%	-3%	2%	4%	-4%	4%	-40	22%	3%	6%
O=C(O)CN1C(=O)/C(=C\c2cc(Br)ccc2OCc2ccccc2Cl)SC1=S	-3%	17%	-8%	-22%	-9%	15%	5%	-11	19%	3%	15%
COc1ccc(C)cc1NC(=O)CCCN1C(=S)NC(C)(C)CC1C (stereo not given)	1%	-12%	0%	-1%	6%	2%	-6%	-3	0%	-11%	-3%
Nn1c(SCc2ccc(F)cc2)nnc1-c1cccnc1	1%	18%	1%	2%	-1%	15%	-6%	-6	-5%	10%	-18%
O=C(NCCc1ccccc1)C1CCN(C2CCN(Cc3ccc(CO)o3)CC2)CC1	-1%	-18%	0%	2%	-3%	4%	-2%	0	6%	-26%	0%
COc1ccccc1-n1c(SCC(N)=O)nnc1-c1ccccc1	-10%	6%	-2%	2%	0%	-1%	-4%	-8	-4%	1%	2%
CCc1nnc(NC(=O)c2cccc(S(=O)(=O)N3CC(c4ccccc4)CC3=O)c2)s1 (stereo not given)	-1%	15%	-9%	1%	-11%	-7%	0%	2	4%	?	1%
